High-throughput results as filed in PubChem BioAssay.
NR2E3 ag-1 = NR2E3 agonists in two-hybrid cells, primary screen, cell-based, luminescence, CHO-S, Gal4-NCOR/VP16-NR2E3; Photoreceptor-specific nuclear receptor (Homo sapiens), Q9Y5X4; luciferase; inhibition of corepressor binding, % at 3.98 µM; hit rate 0.35% among 360,000; AID 602229, 2012;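 active = inhibition above the mean of all tested compounds plus 3 SD, cut at about 70% in these data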;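 note: 0% = DMSO with NR2E3 transfected cells and 100% = cells lacking NR2E3 construct; higher means lower luciferase signal from less NR2E3 corepressor binding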
Target sequence (Q9Y5X4 whole entry, looked up, the tested form may be a part): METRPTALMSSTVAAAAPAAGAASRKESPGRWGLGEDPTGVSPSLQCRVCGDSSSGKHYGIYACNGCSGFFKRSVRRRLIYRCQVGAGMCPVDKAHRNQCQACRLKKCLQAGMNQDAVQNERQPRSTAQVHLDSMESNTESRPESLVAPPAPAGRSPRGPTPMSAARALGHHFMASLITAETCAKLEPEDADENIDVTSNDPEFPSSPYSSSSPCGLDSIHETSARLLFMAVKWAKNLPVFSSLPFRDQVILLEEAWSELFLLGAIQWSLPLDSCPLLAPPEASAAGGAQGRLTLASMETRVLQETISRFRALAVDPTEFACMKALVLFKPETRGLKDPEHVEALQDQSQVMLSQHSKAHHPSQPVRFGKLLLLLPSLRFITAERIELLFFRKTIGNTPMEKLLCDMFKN
Shn3 inh set2 = reduction of Shn3 3'UTR firefly luciferase signal, primary screen, Schnurri-3 inhibitor project, cell-based, Clone20 osteoblasts, set 2; AID 588674, 2011; hit rate 0.52% among 360,000; inhibition, % at 12.5 µM; Clone20 osteoblast Shn3 3'UTR firefly luciferase, 24 h;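 active = mean inhibition of at least 75% with every replicate also reaching 75%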;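 note: 0% = median of neutral control wells and 100% = pilot-screen positive control compound; some compounds past the cut are filed as inactive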
CF NFkB block = inhibitors of PAF-induced NF-kB signaling, primary screen, cell-based, GFP fluorescence, uHTS; KKLEB NF-kB-GFP reporter, GFP fluorescence overnight; inhibition, % at 5 µM; hit rate 0.86% among 360,000; AID 588850, 2011;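 active = at least 50% inhibition at 5 µM, scaled per plate between neutral and stimulator controls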;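 note: PAF is a Pseudomonas aeruginosa culture filtrate used as stimulus; plate controls were PAF-stimulated DMSO wells for no effect and unstimulated DMSO wells for full effect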
Peg3 prom inh = Peg3 promoter-driven luciferase inhibitors, primary screen, cell-based, HeLa, luciferase luminescence; HeLa PEG-Prom luciferase reporter, overnight; inhibition, % at 20 µM; hit rate 1.7% among 360,000;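 active = inhibition of at least 50% at 20 µM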
NR2E3 ag-2 = inhibitors of NR2E3-RetCOR corepressor binding, primary screen, NR2E3 agonist project, biochemical, TR-FRET, GST-NR2E3, biotin-RetCOR | Photoreceptor-specific nuclear receptor (Homo sapiens), Q9Y5X4 | 1536-well | inhibition of corepressor binding, % at 4.78 µM | hit rate 0.12% among 320,000 | AID 2300, 2010;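 active = percent inhibition above the cutoff of mean plus 3 SD of all tested compounds, set per screening campaign, cut at about 20% in these data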;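 note: 0% = DMSO wells and 100% = biotin wells as full block of FRET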
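Material – GST-tagged NR2E3 plus biotinylated RetCOR corepressor · Quantity – NR2E3 fusion 1.35 nM · Times – 5 h incubation at 4 °C · Medium – pH 7.5 Tris-based buffer · Technique – TR-FRET, Eu(K)-anti-GST donor, streptavidin-D2 acceptor, ex 340, em 617/671 nm · Benchmarks – high control biotin, low control 0.6% DMSO · Format – 1536-well plates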
HIF-2a inh = HIF-2a reporter inhibitors, primary screen, luminescence, 786-0 RCC cells; AID 624352, 2012; 786-0 RCC cells HIF-2a reporter, luciferase luminescence, overnight; inhibition, % at 18.8 µM; hit rate 0.72% among 360,000;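 active = inhibition of the luminescence signal of 40% or more relative to plate controls, in a single-dose primary screen at 18.75 µM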
TWEAK Fn14 block = inhibitors of TWEAK-Fn14 signaling, primary screen, luciferase reporter cells, uHTS; TWEAK-stimulated Fn14 reporter cells, luciferase luminescence, 8 h; inhibition, % at 10 µM; hit rate 2% among 360,000; AID 1159606, 2016; in the data active = inhibition above about 50%
TRPM1 prom inh = inhibitors of MITF-dependent TRPM1 promoter reporter, primary screen, cell-based, SK-MEL-5, single point, luciferase. SK-MEL-5 TRPM1 promoter luciferase, 24 h. inhibition, % at 12.5 µM. hit rate 0.83% among 330,000. AID 488899, 2010;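 active = mean inhibition across replicates of 60% or more, whatever share of single replicates reaches that level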; note: values of inactives mirror those of a sister screen read the other way
TROY signal inh = inhibitors of TROY-driven NF-kB signaling, primary screen, Q293 LMP1-TROYcd cells, NF-kB luciferase, uHTS | hit rate 0.98% among 360,000 | inhibition, % at 10 µM | Q293 LMP1-TROYcd NF-kB luciferase reporter, 4 h;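 active = compounds whose plate-normalised and pattern-corrected inhibition of the luciferase reporter signal at the single screening dose is 50% or more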
KKLEB tox = cytotoxicity in KKLEB CF airway cells, primary screen, cytotoxicity control for CF NF-kB inhibitor project, cell-based, uHTS, fluorescence assay plates; KKLEB CF airway cells viability, ATPlite luminescence, overnight; hits give low values; cells stimulated with P. aeruginosa culture filtrate; activity change (cytotoxicity), % at 5 µM; hit rate 0.36% among 360,000;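 active = corrected activity change at or below -50% at 5 µM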
C8 TRAIL sens = viability loss with TRAIL in NB7+C8 cells, primary screen, TRAIL sensitizer project, cell-based, ATPlite luminescence; inhibition (viability loss, TRAIL sensitization), % at 10 µM; hit rate 1% among 360,000;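 active = compounds causing at least 50% loss of cell viability in the single-dose screen, relative to plate controls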
An asterisk follows results filed as active; nt = no result given. Some of the compounds tested; the hit share may differ from the screen's.

SMILES	NR2E3 ag-1	Shn3 inh set2	CF NFkB block	Peg3 prom inh	NR2E3 ag-2	HIF-2a inh	TWEAK Fn14 block	TRPM1 prom inh	TROY signal inh	KKLEB tox	C8 TRAIL sens
Cc1ccc(C(=O)COC(=O)c2ccccc2NC(=O)c2ccccc2)cc1[N+](=O)[O-]	-9	-1	4	-16	-2	-3	-7	5	-5	1	13
CC(C)Nc1nc(NC(C)C)nc(N(C)C#N)n1	14	-1	-1	21	-2	5	-3	16	-20	-4	4
C[C@@H]1CN([C@@H](C)CO)S(=O)(=O)c2ccc(Br)cc2O[C@@H]1CN(C)C(=O)c1ccc(F)cc1	-19	6	15	4	nt	8	-21	nt	-30	2	4
COc1ccccc1NC(=O)CSc1nnc(CNC(=O)c2ccccc2F)o1	7	7	11	1	-3	-1	-7	2	-34	0	-30
CC1(C)O[C@@H]2C[C@H]3[C@@H]4C[C@H](F)C5=CC(=O)C=C[C@]5(C)[C@H]4[C@@H](O)C[C@]3(C)[C@]2(C(=O)CO)O1	17	20	68*	4	6	25	-28	-5	25	17	5
O=c1c2cccnc2nc2n1CCCCC2	13	10	2	-4	0	13	8	13	9	15	-5
O=C1O[C@@H]([C@H](O)CO)C(O)=C1O	0	-8	1	0	-3	-15	12	0	1	-21	-10
CCC(=O)Nc1ccc(-c2nnc(SCC(=O)NCC3CCCO3)n2C)cc1 (stereo not drawn)	-12	11	12	6	3	3	-13	-8	4	10	-2
O=C1/C(=C/c2cccnc2)SC(=S)N1C1CCS(=O)(=O)C1 (stereo not drawn)	-7	-24	72*	28	-2	53*	65*	23	17	-13	26
CCOc1cccc(N2C(=O)CC(NNC(=O)c3ccc(Br)o3)C2=O)c1 (stereo not drawn)	5	2	4	8	0	18	5	9	-8	0	-14
Cc1cc(=O)oc2cc(OC(=O)c3ccccc3)ccc12	-24	-8	-21	-9	2	-2	-1	-1	-5	9	4
O=C(COC(=O)COc1ccccc1[N+](=O)[O-])Nc1ccc(S(=O)(=O)N2CCCCC2)cc1	5	1	2	14	2	9	-9	10	-12	7	-17
CN(C(=O)c1ccc(Oc2ccc([N+](=O)[O-])cc2)cc1)C1CCCCC1	3	23	12	20	0	-5	-6	11	-9	-8	14
O=c1[nH]c(=O)n(C2OC(CO)C(O)C2O)cc1Br (stereo not drawn)	1	-67	8	5	0	12	3	-10	2	-1	6
O=C(OCc1cn(-c2ccc(Cl)c(Cl)c2)nn1)c1ccccc1	-6	-1	1	-2	2	-9	3	-6	-57	-5	13
CC(C)(CO)NC(=O)CCCOc1ccc(Cl)cc1Cl	-53	-7	4	-150	2	-166	1	-67	-59	-3	0
CC[C@H]1C(O)C[C@H]2CCN3C(=O)CCC[C@H]1[C@H]23 (stereo partly drawn)	2	-28	-1	-10	nt	11	11	-10	-8	11	4
COc1c(C(=O)Nc2ccccc2N2CCOCC2)cc2ccccc2c1Br	-13	18	6	14	5	8	-8	8	9	-20	-1
CCCC(=O)NC(Nc1c(C)n(C)n(-c2ccccc2)c1=O)C(Cl)(Cl)Cl (stereo not drawn)	-12	-17	1	16	-2	12	2	1	6	-2	-3
Cc1c(Cl)cccc1-n1c(SCC(=O)NCc2ccccc2Cl)nnc1-c1ccncc1	-3	-5	2	11	0	4	10	-17	0	2	3
O=c1[nH]c2ccc(S(=O)(=O)N3CCN(c4ccccc4)CC3)cc2[nH]c1=O	14	-1	-4	10	0	-7	31	8	4	-8	21
COc1ccccc1CNC(=O)c1ccc2c(=O)n3c(nc2c1)CCCCC3	-10	-16	-1	6	0	-3	-19	-20	-5	-4	12
COc1cccc2cc(C(=O)C3=C(O)C(=O)N(CCN(C)C)C3c3ccc(F)cc3)oc12 (stereo not drawn)	-13	19	16	16	9	3	-2	-3	-7	5	-14
Cc1ccc(C(=O)N/C(=C/c2ccccc2)C(=O)NC(Cc2ccccc2)C(=O)O)cc1 (stereo not drawn)	-14	-9	3	-17	3	0	-25	-4	-11	6	-10
CC(=O)C1C(c2ccccc2Cl)NC(=O)NC1(O)C(F)(F)F (stereo not drawn)	-36	-11	-36	10	-1	9	-4	2	6	2	9
O=C1c2ccccc2-c2cc(Br)ccc2NC1O (stereo not drawn)	-27	-12	6	13	nt	14	13	nt	12	5	-10
C=CCn1c(SCC(=O)N2CCOCC2)nc2sc3c(c2c1=O)CCCC3	12	14	3	28	0	22	-11	-10	-15	-9	-1
CC(=C1SC(=S)NC1=O)c1ccccc1	-35	0	-9	-3	nt	-14	-9	-3	-20	7	-5
Cc1ccc(S(=O)(=O)N2CCC(C(=O)OC(C)C(=O)NC3CCCCC3C)CC2)cc1C (stereo not drawn)	-22	21	-5	8	-2	-3	2	-1	8	-17	-3
N#Cc1c(SCC(N)=O)nsc1SCc1ccccc1Cl	-27	5	4	10	0	3	-4	10	8	6	0
Cc1cc(NC(=O)c2cncc(Br)c2)ccc1NC(=O)c1cc2ccccc2o1	-21	69	-3	85*	3	19	-24	65*	31	-6	60*
CC(C)n1c(-c2cccnc2)nc2cnccc21	-26	13	36	6	-5	17	16	-7	21	-6	-3
Clc1ccc(-c2nnc(-c3ccccc3)o2)c(Cl)c1	-126	12	-13	-40	-1	-71	63*	-13	19	-32	70*
Cc1cc(C)c(C(=O)CC(=O)c2ccccc2Cl)c(O)c1	-13	29	-14	-35	-3	-56	-27	-10	27	-11	0
COCCn1c(SCC(=O)c2c(N)n(C)c(=O)n(C)c2=O)nc2ccccc21	5	13	4	6	-1	9	-3	0	11	-6	-2
COC(=O)Nc1sccc1C(=O)Nc1sccc1C(=O)OC	-4	-29	-28	4	-3	10	-17	0	10	-7	-8
O=C(OCC(=O)N1CCC(Cc2ccccc2)CC1)c1cncc(Br)c1	13	-21	20	14	nt	6	-1	4	-1	-10	11
c1cncc(C2SCCCS2)c1	-3	-21	-14	10	nt	-4	-10	nt	-2	-4	-15
COc1cc(NC2c3ncccc3C(=O)N2Cc2ccco2)cc(OC)c1OC (stereo not drawn)	5	-2	-10	10	0	16	-7	12	3	9	-3
COc1cccc(S(=O)(=O)N2CCN(Cc3ccc4c(c3)OCO4)CC2)c1	7	-4	-2	13	3	6	3	-15	-12	0	13

Filtered by structure: the compounds so far containing a cyano group (two)
SMILES	NR2E3 ag-1	Shn3 inh set2	CF NFkB block	Peg3 prom inh	NR2E3 ag-2	HIF-2a inh	TWEAK Fn14 block	TRPM1 prom inh	TROY signal inh	KKLEB tox	C8 TRAIL sens
CC(C)Nc1nc(NC(C)C)nc(N(C)C#N)n1	14	-1	-1	21	-2	5	-3	16	-20	-4	4
N#Cc1c(SCC(N)=O)nsc1SCc1ccccc1Cl	-27	5	4	10	0	3	-4	10	8	6	0

The results go on.
SMILES	NR2E3 ag-1	Shn3 inh set2	CF NFkB block	Peg3 prom inh	NR2E3 ag-2	HIF-2a inh	TWEAK Fn14 block	TRPM1 prom inh	TROY signal inh	KKLEB tox	C8 TRAIL sens
O=C(NCCN1CCN(C(=O)c2cccc(OC(F)F)c2)CC1)c1cccc(OC(F)F)c1	-10	23	1	16	nt	11	0	-1	14	12	2
C#CCOCCOCCOCCNc1nc(N2CCN(C(=O)[C@H](CCCCN)n3cc([C@@H](N)C(C)CC)nn3)CC2)nc(N2CCN(C(=O)[C@H](Cc3ccc(O)cc3)n3cc([C@@H](N)C(C)CC)nn3)CC2)n1 (stereo partly drawn)	30	-7	16	-11	-1	10	-13	-9	-19	-12	-18
CCC(Cc1ccccc1)NS(=O)(=O)c1csc(C(N)=O)c1 (stereo not drawn)	-26	-2	23	6	3	0	-7	-14	9	0	-30
CC1C(=O)NN=C1C(=O)N/N=C/c1ccco1 (stereo not drawn)	-68	-2	0	-4	-8	10	-9	-1	-27	12	-5
CC(C)(C)n1nnnc1C(c1ccccc1)N1CCN(c2ncc(C(F)(F)F)cc2Cl)CC1 (stereo not drawn)	-3	nt	nt	nt	nt	6	5	nt	26	nt	8
CCOc1ccc(C(=O)NCC(=O)NCC(c2ccc(OC)cc2)N2CCOCC2)cc1OCC (stereo not drawn)	-25	-2	-28	6	-1	-5	2	9	-7	16	-7
Cc1ccc(Cn2cc(CN3CC(N4CCSCC4)CS3(=O)=O)nn2)cc1 (stereo not drawn)	-4	nt	nt	nt	nt	12	15	nt	1	nt	-2
COC(=O)/C=C/CSC1=N/C(=C/c2ccc(-n3cncn3)cc2)C(=O)N1	-12	-2	-6	-12	-1	5	-6	-14	14	0	-9
COc1ccc2nc(NC(=O)c3cc(C)oc3C)sc2c1	-123	-111	-5	-265	-2	-192	3	-93	-26	-7	40
CCOc1ccc(C(C)NC(=O)CN2C(=O)NC3(CCCCC3)C2=O)cc1OCC (stereo not drawn)	-26	-5	2	8	0	3	-1	-2	1	4	-1
COC(=O)c1ccc(C2C(Oc3ccccc3C)C(=O)N2CCc2ccc(OC)c(OC)c2)cc1 (stereo not drawn)	-14	-13	-3	1	-2	17	-13	1	9	2	-2
CCc1nnc(NC(=O)CSc2nc(-c3ccccc3)cc(-c3ccc(OC)cc3)c2C#N)s1	-15	15	7	28	2	4	-39	-4	-13	-25	28
Cc1c(Cl)c([N+](=O)[O-])nn1CC(=O)NC(C)c1ccccc1 (stereo not drawn)	-24	0	18	4	-1	3	5	-11	12	-12	-6
COCCN1CCC(CNCc2c(C(=O)N3CCCCC3)nc3c(C)cccn23)C1 (stereo not drawn)	22	11	-4	-6	-3	10	-18	9	-2	14	-16
CC1CCCN(C(=O)CCNS(=O)(=O)c2ccc3c(c2)c(=O)n(C)c(=O)n3C)C1 (stereo not drawn)	28	-11	-17	19	1	6	4	-9	-12	3	-2
CCOC(CNC(=O)c1ccc2c(c1)ncn2-c1cccc(F)c1)OCC	-7	-1	-15	-9	1	-4	-9	11	-1	-9	0
CC(CC(=O)O)CC(=O)Nc1nncs1 (stereo not drawn)	-9	15	13	3	0	10	-5	-2	-2	-6	-7
CCN(c1ccccc1)S(=O)(=O)c1ccc(C(=O)Nc2nnc(C3CC3)o2)cc1	45	23	6	25	-2	18	-15	10	26	9	25
O=S(=O)(NCCCCCNS(=O)(=O)c1ccc(F)cc1)c1ccc(F)cc1	6	-5	3	11	-4	21	2	17	8	2	3
